Assay outcomes (PubChem BioAssay)
CHT allo act: human CHT allosteric activation. Q9GZV3. B-score at 10 µM. hit rate 0.49% among 310,000. CHT-expressing cells, membrane potential dye, choline EC20; active compounds read high; LV-AA mutant CHT in HEK293 cells;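 active = initial fluorescence not abnormally high and integrated response B-score, plate-corrected, over 3 SD above library mean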
Target sequence (Q9GZV3 whole entry, looked up): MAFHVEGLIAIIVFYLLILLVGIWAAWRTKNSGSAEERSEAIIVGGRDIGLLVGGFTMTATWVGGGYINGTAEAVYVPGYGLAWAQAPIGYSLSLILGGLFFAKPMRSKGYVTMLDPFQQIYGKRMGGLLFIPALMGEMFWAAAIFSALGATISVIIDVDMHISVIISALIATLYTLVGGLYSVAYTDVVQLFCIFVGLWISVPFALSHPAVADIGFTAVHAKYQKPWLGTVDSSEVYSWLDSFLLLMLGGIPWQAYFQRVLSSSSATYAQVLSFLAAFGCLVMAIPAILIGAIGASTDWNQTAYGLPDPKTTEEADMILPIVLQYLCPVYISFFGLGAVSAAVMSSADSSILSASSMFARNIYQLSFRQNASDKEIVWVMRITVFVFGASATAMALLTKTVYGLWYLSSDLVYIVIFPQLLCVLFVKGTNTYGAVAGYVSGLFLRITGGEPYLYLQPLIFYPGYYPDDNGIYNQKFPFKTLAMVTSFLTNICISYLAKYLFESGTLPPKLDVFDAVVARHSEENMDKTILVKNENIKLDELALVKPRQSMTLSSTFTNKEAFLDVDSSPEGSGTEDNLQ
OX1R antag: blocks the human orexin 1 receptor. hit rate 0.43% among 330,000. inhibition, % at 5 µM. O43613. CHO/OX1R cells, Fluo-8 calcium fluorescence, orexin A;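 active = inhibition above its plate's threshold, mean inhibition of all tested compounds on the plate plus 3 SD, cut at about 37% in these data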;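 note: 0% = orexin A challenge wells and 100% = SB-334867-A antagonist wells; not every result past the cut was called active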
Target sequence (O43613 whole entry, looked up): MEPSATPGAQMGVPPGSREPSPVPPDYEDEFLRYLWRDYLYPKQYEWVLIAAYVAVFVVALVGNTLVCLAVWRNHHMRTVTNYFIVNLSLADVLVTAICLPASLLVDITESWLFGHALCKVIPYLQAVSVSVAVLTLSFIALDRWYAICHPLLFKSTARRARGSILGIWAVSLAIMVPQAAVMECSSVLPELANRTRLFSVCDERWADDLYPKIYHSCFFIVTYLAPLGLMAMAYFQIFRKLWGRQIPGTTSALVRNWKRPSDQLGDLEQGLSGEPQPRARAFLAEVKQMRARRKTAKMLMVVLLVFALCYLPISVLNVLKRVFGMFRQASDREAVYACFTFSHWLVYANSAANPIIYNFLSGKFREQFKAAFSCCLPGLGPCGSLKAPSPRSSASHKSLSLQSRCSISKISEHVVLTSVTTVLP
An asterisk follows results filed as active; i = inactive; . = no result given.

molecule	CHT allo act	OX1R antag
Clc1ccc2c(N3CCOCC3)ccnc2c1	i	-4
O=C(CCl)Nc1c2c(nn1-c1ccccc1)CSC2	i	-9
Cc1cccc(C(=O)Nc2sc3c(c2C(=O)O)CCCC3)c1	i	-2
Cc1ccc(NC(=O)c2cccc(S(=O)(=O)N3CCCC3)c2)nc1	i	-17
CCc1nc(NC(C)C)c2oc3ccccc3c2n1	i	-17
COc1ccc(-c2nnn(-c3cc(Cl)cc(Cl)c3)c2N)cc1	i	-11
COc1cc(/C=N/n2cnnc2)ccc1OC(=O)c1ccncc1	i	-7
Cc1ccccc1OCc1nnc(SCCN2CCCC2)n1-c1ccccc1	i	-9
COc1ccc(CN2CCN(S(=O)(=O)c3ccccc3)CC2)c(OC)c1	i	-38
CC1Cc2ccccc2N1C(=O)CSc1nnc2c(n1)[nH]c1ccc(F)cc12 (configuration not stated)	i	-5
Nc1scc2c(C(=O)N/N=C/c3ccc(Cl)cc3)nn(-c3ccccc3)c(=O)c12	i	-1
CSCCOC(=O)c1[nH]c2c(c1C)C(=O)CC(c1ccco1)C2 (configuration not stated)	i	-12
N#CCCC1CCCC=C1N(Cc1ccccc1)C(=O)C(Cl)Cl (configuration not stated)	i	-10
Cc1oc2ccc(O)cc2c1C(=O)c1ccc(F)cc1	i	-11
COc1ccc(CCNC(=O)CSc2ccc(-c3ccccc3)nn2)cc1OC	i	-20
NC(=O)c1ccc(-n2nnnc2SCC(=O)Nc2ccccc2-c2ccccc2)cc1	i	-9
CN(C)c1ccc(NC(=O)C(=O)NCCOc2ccccc2)cc1	i	-8
CCc1ccccc1N(CC(=O)NCC1CCCO1)C(=O)CCC(=O)Nc1nccs1 (configuration not stated)	i	-8
Nc1ncnc2c1ncn2[C@@H]1O[C@H](CNS(=O)(=O)c2cc3ccccc3s2)[C@@H](O)[C@H]1O	.	3
N/C(COc1ccc(C(=O)O)cc1)=N\O	i	-4

Other entries follow:
molecule	CHT allo act	OX1R antag
CCOCCCNC(=O)C1c2ccccc2C(=O)N2CCc3ccccc3C12 (configuration not stated)	i	-30
C#CCn1c(=NC(=O)c2cc(Cl)sc2Cl)sc2cc(S(N)(=O)=O)ccc21	i	8
Cc1ccc(OCCNC(=O)c2ccccc2N)cc1	i	-18
Cc1cc(C)cc(NC(=O)CSc2nc(=O)n(CCCN3CCOCC3)c3c2CCCC3)c1	i	-46
Cc1ccc(Cl)cc1NC(=O)COC(=O)CCN1C(=O)C2CC=CCC2C1=O (configuration not stated)	.	-16
CNC(=O)c1csc(-c2cccs2)n1	i	-9
COc1ccc(C2CC(c3ccc(Br)cc3)=NN2C(=O)CSC2=NN3CCCC(=O)N=C3S2)cc1 (configuration not stated)	i	-7
CC(O)Cn1c(N2CCCC2)nc2c1c(=O)[nH]c(=O)n2C (configuration not stated)	i	-1
CCCC(=O)Nc1ccc2c(c1)nc(CN1CCN(C(=O)OCC)CC1)n2CC	i	-12
COc1cc(NC(=S)NN2CCN(C)CC2)cc(OC)c1	i	2
C=CCOC(=O)C1=C[C@H](c2cn(C(C)=O)c3ccccc23)C[C@H](OCc2ccc(CO)cc2)O1	i	1
Cc1oc2c(C)c(O)ccc2c(=O)c1-c1nncn1-c1ccccc1	i	8
CCOc1cc(/C=C2\SC(=S)N(N3CCOCC3)C2=O)ccc1O	i	3
CC(=O)Nc1ccc(NC(=O)CNS(=O)(=O)c2ccc(C)cc2)cc1	i	8
CC(OC(=O)c1cc(S(=O)(=O)N(C)C)ccc1N1CCCC1)C(=O)NCc1ccccc1 (configuration not stated)	i	-36
O=C(NCC1COc2ccccc2O1)c1cccs1 (configuration not stated)	i	-20
Cc1ccc(NC(=O)COC(=O)Cn2ccc(=O)[nH]c2=O)cc1C	.	7
CCOC(=O)C1Oc2ccccc2C(c2cccc3ccccc23)=C1C(=O)OC (configuration not stated)	.	-4
CCCn1cc(SCC(=O)Nc2nnc(C)s2)c2ccccc21	i	-18
O=c1cc(C(F)(F)F)[nH]c(=S)n1-c1ccccc1	i	1

The results go on:
molecule	CHT allo act	OX1R antag
CN1C(=O)S/C(=C/c2ccccc2OCc2ccc(C(=O)O)cc2)C1=O	i	4
Oc1ccc(/C=N/Nc2ncc(Cl)cc2Cl)cc1	i	-13
O=C(NCCN1CCN(c2ccccc2)CC1)c1cccc(Br)c1	i	-19
N#CC1=C(N)Oc2c(oc(CO)cc2=O)C1c1cccs1 (configuration not stated)	i	-11
CC(C)(C)OC(=O)C[C@@H]1C/C=C\C[C@@H](CC(=O)N[C@@H](CO)Cc2ccccc2)C(=O)NCCOC1=O	.	-11
COc1cccc(C(=O)C2CCCN(C(=O)CCc3scnc3C)C2)c1 (configuration not stated)	i	-15
Cc1ccc(CN2CCSc3ccc(C(=O)NC4CCCC4)cc32)cc1	i	-22
COc1cccc(C(=O)Oc2cc(-c3ccccc3)no2)c1	i	1
CCOC(=O)c1cccnc1SCC(=O)N(C)c1ccccc1	i	-13
CCOc1ccc(N2C(=O)CNC2=S)cc1	i	-19
Cc1ccc(NC(=O)Cn2c(=O)oc3ccccc32)cc1Cl	i	-4
CC(C)(C)N1C(=O)c2ccc(C(=O)O)cc2C1=O	i	-15
CC(C)(C)NC(=O)NC(=O)C[n+]1ccc(Cc2ccc([N+](=O)[O-])cc2)cc1	i	-16
Cc1ccc(C)c(N2C(=O)c3ccc(C(=O)OCC(=O)c4c(N)n(C)c(=O)n(C)c4=O)cc3C2=O)c1	i	-14
Cc1ccc(C(C(=O)NC2CCCC2)N(CCCO)C(=O)Cn2nnc(-c3ccc(C)o3)n2)cc1 (configuration not stated)	i	-29
CC(C)Nc1nc(NC(C)C)nc(SCCOC(=O)Nc2ccc(Cl)cc2Cl)n1	i	-36
CNC(=S)N(CCc1c(C)[nH]c2ccccc12)Cc1ccco1	i	1
COc1ccccc1N1C(=O)c2cccc3c(Cl)ccc(c23)C1=O	i	-13
COc1ccc2cc3c(N)nn(C(=O)c4cccc(F)c4)c3nc2c1	i	-2
N#Cc1cnc2sc3ccccc3n2c1=N	i	-5

(next part)
Value order – CHT allo act, OX1R antag
- CCOC(=O)CC1ON(C)C(=O)N1c1ccc([N+](=O)[O-])cc1 (configuration not stated)
    i, -11
- C#CCOCCOCCOCCNc1nc(N2CCN(C(=O)Cn3cc(CCCCN)nn3)CC2)nc(N2CCN(C(=O)Cn3cc(CCCN=C(N)N)nn3)CC2)n1
    i, 0
- O=C(CSc1ccccc1)Nc1ccc(S(=O)(=O)NCC2CCCO2)cc1 (configuration not stated)
    i, -12
- CCOc1ccc(-n2c(C)cc(C(=O)NS(=O)(=O)c3ccc(C)cc3)c2C)cc1
    i, -15
- O=C1C2C3C=CC(CC3)C2C(=O)N1/N=C/c1ccc(O)cc1 (configuration not stated)
    i, -6
- CCOc1ccccc1NC(=O)C(Sc1ccccc1)c1ccccc1 (configuration not stated)
    i, 59*
- CCN(CC)S(=O)(=O)c1ccc2c(c1)N(CC(=O)NCC1CCCO1)C(=O)CO2 (configuration not stated)
    i, -13
- CCc1cccc(N(C(=O)c2csnn2)C(C(=O)NC(C)(C)C)c2ccncc2)c1 (configuration not stated)
    i, -21
- CCN(CC)CC(C)CNC(=O)CC(C(=O)N1CCc2ccccc21)n1ccnc1 (configuration not stated)
    i, -2
- CC(C)=CC(=O)OCC(=O)Nc1cccc([N+](=O)[O-])c1
    i, 1

New compounds follow.
Value order – CHT allo act, OX1R antag
- COc1nc(OCC#N)nc(N2CCCCC2)n1
    i, 3
- O=C1OC(c2ccc(F)cc2)=C/C1=C\c1ccc([N+](=O)[O-])o1
    i, -8
- C/C(=N\Nc1nc(C)cc(-c2ccccc2)n1)c1ccccc1
    i, -7
- CC(=O)O[C@@H]1C[C@H]2C(C)=C[C@H]3OC(=O)[C@@H](C)[C@H]3C[C@H]2[C@]1(C)O
    i, -17
- COCc1ccc(C(=O)N2CCCC(N(C)Cc3ccccc3)C2)s1 (configuration not stated)
    i, -22
- COc1cc(C(=O)OCCNC(=O)c2ccccc2)cc(OC)c1OC
    i, -11
- CN(C)C1(CNC(=O)C2CCN(S(=O)(=O)c3c(Cl)cccc3Cl)CC2)CCCCC1
    i, -18
- COc1ccc(-c2noc(-c3ccccc3C(=O)NCc3ccco3)n2)cc1OC
    i, -14
- COc1ccc(OC)c(/C=N/NC(=O)CC2C(=O)NN=C2C)c1 (configuration not stated)
    i, -27
- NC(=O)c1snnc1-c1ccccc1
    i, -12

Other records follow.
Value order – CHT allo act, OX1R antag
- O=C(Nc1nc2ccccc2s1)c1ccc(OCC2CCCO2)cc1 (configuration not stated)
    i, -20
- O=C(CSc1ccc(-c2ccco2)nn1)NCc1ccccc1
    i, 4
- CCCC(=O)Nc1ccc(-c2nc3cc(C)ccc3o2)cc1
    i, -5
- O=C(Cn1c(=O)oc2cccnc21)Nc1ccc(C(F)(F)F)cc1
    i, -17
- CNC(=O)c1sccc1SCc1ccc(Cl)cc1Cl
    i, -21
- COCCN(Cc1nc(-c2ccc(C(F)(F)F)cc2)no1)C(C)C
    i, -8
- Nc1cccc(CN2CCCC2)c1
    i, 8
- CNC(=S)NNC(=O)c1cccn(Cc2ccccc2)c1=O
    i, -6
- NS(=O)(=O)c1cccc(NC(=O)COC(=O)/C=C/c2ccco2)c1
    i, -6
- Cc1ccc(-n2nc3c(=O)n(CC(=O)NCc4ccccc4)nc(C)c3c2C)cc1
    i, -14

By substructure, those above with a COOH group
Value order – CHT allo act, OX1R antag
- Cc1cccc(C(=O)Nc2sc3c(c2C(=O)O)CCCC3)c1
    i, -2
- N/C(COc1ccc(C(=O)O)cc1)=N\O
    i, -4
- CN1C(=O)S/C(=C/c2ccccc2OCc2ccc(C(=O)O)cc2)C1=O
    i, 4
- CC(C)(C)N1C(=O)c2ccc(C(=O)O)cc2C1=O
    i, -15

Two records drawn at random from the list so far:
Value order – CHT allo act, OX1R antag
- Nc1cccc(CN2CCCC2)c1
    i, 8
- O=C(Cn1c(=O)oc2cccnc21)Nc1ccc(C(F)(F)F)cc1
    i, -17

Next part.
Value order – CHT allo act, OX1R antag
- C[C@@H](NC(=O)c1nc[nH]c1C(=O)N(C)Cc1ccccc1)c1ccccc1
    ., -4
- COc1ccc(Cl)cc1N=Cc1c(O)c2ccccc2oc1=O
    i, 3
- C#CCOCCOCCOCCNc1nc(N2CCN(C(=O)[C@H]([C@@H](C)O)n3cc(CCCCN)nn3)CC2)nc(N2CCN(C(=O)[C@H](CCCCN)n3cc(CC(C)O)nn3)CC2)n1 (some centres not stated)
    i, 8
- COc1cccc(/C=N/NC(=O)c2csc(-n3nc(C)cc3C(F)(F)F)n2)c1
    i, -18
- O=C(COc1cc2oc(=O)c3c(c2cc1Cl)CCC3)NCCCN1CCCC1=O
    i, -16
- CC(C)(C)c1ccc(S(=O)(=O)NCCOCC(F)(F)C(F)F)cc1
    i, -15
- CNC(=S)NNc1nc(-c2ccccc2)c2cc(Cl)ccc2n1
    i, -43
- COc1cccc(C(=O)Nc2cnc(NC(=O)c3ccco3)cc2C)c1
    i, -15
- COc1cccc(NC(=O)CN(C)C(=O)c2ccc(-n3cncn3)c([N+](=O)[O-])c2)c1
    ., -13
- CC(C)CN1CCC(C(=O)NCC2CCCO2)CC1 (configuration not stated)
    i, -5

A stretch taken from the entries so far:
Value order – CHT allo act, OX1R antag
- C[C@@H](NC(=O)c1nc[nH]c1C(=O)N(C)Cc1ccccc1)c1ccccc1
    ., -4
- COc1ccc(Cl)cc1N=Cc1c(O)c2ccccc2oc1=O
    i, 3
- C#CCOCCOCCOCCNc1nc(N2CCN(C(=O)[C@H]([C@@H](C)O)n3cc(CCCCN)nn3)CC2)nc(N2CCN(C(=O)[C@H](CCCCN)n3cc(CC(C)O)nn3)CC2)n1 (some centres not stated)
    i, 8
- COc1cccc(/C=N/NC(=O)c2csc(-n3nc(C)cc3C(F)(F)F)n2)c1
    i, -18
- O=C(COc1cc2oc(=O)c3c(c2cc1Cl)CCC3)NCCCN1CCCC1=O
    i, -16

More structures follow.
Value order – CHT allo act, OX1R antag
- O=C(CN1C(=O)S/C(=C\c2ccccc2)C1=O)NC1CCS(=O)(=O)C1 (configuration not stated)
    i, -13
- CCCCn1c(=O)[nH]c(=O)c2c1nc(-c1ccc([N+](=O)[O-])cc1)n2CC
    i, -11
- O=C(CNC(=O)c1ccc2c(c1)OCCO2)N=Nc1c(O)[nH]c2ccccc12
    i, -8
- CCOCCOC(=O)C1=C(C)NC(=O)NC1c1ccc2c(c1)OCO2 (configuration not stated)
    i, -13
- Cc1cc(Br)c(NC(=O)C(C)Sc2nnnn2C)c(Br)c1 (configuration not stated)
    ., -23
- CCN(CC(=O)Nc1ccccc1Br)Cc1nc2ccccc2c(=O)[nH]1
    i, -9
- CCOC(=O)C(=O)C1=CN(Cc2ccccc2)C=C(C#N)C1
    i, -5
- Cn1cnnc1SCC(=O)NC(=O)NCc1ccccc1
    ., -7
- O=[N+]([O-])c1ccc(Oc2ncccn2)cc1
    i, -6
- O=C(CCN1CCN(c2ccccc2)CC1)Nc1ccccc1
    i, -17

Following part.
Value order – CHT allo act, OX1R antag
- O=C(NCc1ccc(OC(F)(F)F)cc1)C1CC(c2c(Cl)cccc2Cl)=NO1 (configuration not stated)
    i, -24
- CS(=O)(=O)N(CC(=O)NCC1CCCO1)c1cccc([N+](=O)[O-])c1 (configuration not stated)
    i, -8
- CCCNC(=O)c1cccc(NC(=O)C(C)C)c1
    i, -15
- COc1ccc(NS(=O)(=O)c2cc(NC(=O)c3cnc(C)cn3)ccc2N2CCCCC2)cc1
    i, 8
- CCCCn1c(N)c(N(CC(C)C)C(=O)c2cc(-c3ccc(OC)c(OC)c3)nc3ccccc23)c(=O)[nH]c1=O
    i, -20
- CN(C(=O)CSc1nc2sc3c(c2c(=O)n1C)CCC3)C1CCS(=O)(=O)C1 (configuration not stated)
    ., -2
- Cc1ccc(C(=O)N2CCCC(c3ccccc3)=N2)cc1
    i, -17

Compounds as they come; overall some 0.83% were active at least once.
